Bioassay records (PubChem)
CHO-K1 Ca PAM = nonselective calcium activators in parental CHO-K1 cells, primary screen, counter-screen for M1 PAM project, cell-based, Fluo-8 calcium fluorescence, full deck, 1536-well; ATP EC20; 0% at ATP EC20, 100% at ATP max; activation, % at 3 µM; 360,000 tested, 0.02% active; AID 602247, 2012;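 active = activation above the run cutoff, the mean activation of all test compounds plus 3 SD, cut at about 40% in these data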;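 also: peak over basal fluorescence ratio in a 140 s read after ATP addition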
CRFR2-BP antag = antagonists of CRF-BP/CRF-R2 complex, primary screen, cell-based, HEK293, calcium dye fluorescence, uHTS; CRF-induced calcium fluorescence; inhibition, % at 11.8 µM; 350,000 tested, 0.59% active;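 active = inhibition of the ligand-induced calcium signal above about 50% at the single tested concentration, limit read from the data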
CHRM4 PAM = human M4 muscarinic receptor positive allosteric modulators, primary screen, CHO-K1 cells, Fluo-8 calcium fluorescence. Muscarinic acetylcholine receptor M4 (Homo sapiens), P08173. CHO-K1 hM4/Gqi5, ACh EC20; 0% = ACh EC20, 100% = maximal ACh. activation, % at 3 µM. 360,000 tested, 0.4% active;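 active = activation above its plate's cutoff, the mean activation of sample wells plus 3 SD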; also: some results filed as inactive read as strong as hits
CRFBP-R2 agonist = agonists of CRF-BP/CRF-R2 complex, primary screen, cell-based, HEK293, calcium dye fluorescence, uHTS; CRF-binding protein / CRF receptor 2 complex (human); calcium dye fluorescence (FLIPR); percent of saturating CRF peptide response; activation, % at 13.2 µM; 350,000 tested, 0.46% active; AID 588473, 2011;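 active = activation of at least 50%, plus an integration ratio under a set limit after plate pattern correction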;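 also: plate controls were neutral control wells without compound for no effect and CRF at EC100 for full effect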
CHRM5 antagonist = human M5 muscarinic receptor antagonists, primary screen, CHO cells, Fluo-8 calcium fluorescence; CHO-hM5 cells, ACh EC80; inhibition, % at 3 µM; AID 624040, 2012; Muscarinic acetylcholine receptor M5 (Homo sapiens), P08912; 360,000 tested, 0.59% active;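 active = inhibition above a per-plate cutoff, the mean of that plate's test compounds plus 3 SD, cut at about 27% in these data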;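 also: 0% = acetylcholine EC80 with DMSO and 100% = DMSO without agonist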
Target sequence (P08912 whole entry, looked up): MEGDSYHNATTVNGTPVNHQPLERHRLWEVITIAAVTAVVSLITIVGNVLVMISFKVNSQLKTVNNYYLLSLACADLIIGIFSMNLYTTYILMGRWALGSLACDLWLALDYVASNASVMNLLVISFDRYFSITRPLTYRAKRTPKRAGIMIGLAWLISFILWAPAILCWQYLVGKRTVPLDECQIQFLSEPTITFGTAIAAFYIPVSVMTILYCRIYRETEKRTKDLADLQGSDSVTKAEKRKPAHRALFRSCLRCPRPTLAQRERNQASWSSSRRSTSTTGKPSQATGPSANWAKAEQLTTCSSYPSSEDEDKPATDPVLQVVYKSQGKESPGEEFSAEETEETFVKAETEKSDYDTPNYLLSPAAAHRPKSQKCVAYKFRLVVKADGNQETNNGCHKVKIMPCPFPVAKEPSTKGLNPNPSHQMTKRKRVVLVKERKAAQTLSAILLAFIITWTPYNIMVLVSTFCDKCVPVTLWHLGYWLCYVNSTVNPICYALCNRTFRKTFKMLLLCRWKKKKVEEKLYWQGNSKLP
M5 PAM = human M5 muscarinic receptor positive allosteric modulators, primary screen, CHO-K1 cells, Fluo-8 calcium fluorescence; CHO-K1 hM5, ACh EC20 PAM; 0% = ACh EC20, 100% = ACh EC100; activation, % at 3 µM; 360,000 tested, 0.3% active;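 active = activation above the run cutoff, the mean activation of all test compounds plus 3 SD, cut at about 18% in these data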
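Replicates: One well per compound, no replicates | System: Human M5 receptor in CHO-K1 cells | Benchmarks: Low control EC20 acetylcholine (0%), high control EC100 acetylcholine (100%) | Probe or stimulus: Acetylcholine, EC20 level | Times: Fluo-8 loading 80 min at 37 °C plus 30 min room temperature | Signal: Intracellular calcium via Fluo-8 fluorescence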
TAAR1 agonist = human TAAR1 agonists, primary screen, Fluo-8 calcium fluorescence, CHO RD-HGA16 cells | AID 624467, 2012 | Trace amine-associated receptor 1 (Homo sapiens), Q96RJ0 | activation, % at 3 µM | vehicle wells 0%, saturating PEA agonist 100% | 360,000 tested, 0.99% active;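 active = activation above the mean activation of all test compounds in the run plus 3 SD, cut at about 38% in these data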
Target sequence (Q96RJ0 whole entry, looked up): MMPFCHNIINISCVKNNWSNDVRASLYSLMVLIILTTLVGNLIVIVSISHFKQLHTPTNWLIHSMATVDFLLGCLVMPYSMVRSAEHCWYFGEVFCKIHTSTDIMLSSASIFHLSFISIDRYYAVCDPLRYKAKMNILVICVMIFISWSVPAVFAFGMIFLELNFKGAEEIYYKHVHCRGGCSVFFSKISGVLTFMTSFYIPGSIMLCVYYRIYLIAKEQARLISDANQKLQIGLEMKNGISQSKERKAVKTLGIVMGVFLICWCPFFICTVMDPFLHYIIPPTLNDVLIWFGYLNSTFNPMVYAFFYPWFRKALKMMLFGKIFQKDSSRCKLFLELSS
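Assay system: CHO-derived RD-HGA16 cells with stable Gα16 and human TAAR1; timing: 17-24 h seeding, 75 min 37 °C dye, 30 min RT; read-out: % activation from peak over basal fluorescence ratio, DMSO-to-PEA scaled; measured by: kinetic Fluo-8 calcium fluorescence; benchmarks: low control DMSO, high control PEA (EC100); doses: 3 µM single concentration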
TAAR1 antagonist = human TAAR1 antagonists, primary screen, Fluo-8 calcium fluorescence, CHO RD-HGA16 cells; Trace amine-associated receptor 1 (Homo sapiens), Q96RJ0; antagonist; inhibition, % at 3 µM; 360,000 tested, 1.5% active;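 active = inhibition above a per-plate cutoff, the mean inhibition of test compounds on that plate plus 3 SD, cut at about 49% in these data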;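 also: 0% = DMSO plus EC80 beta-PEA response and 100% = DMSO alone without agonist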
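test system = CHO RD-HGA16 cells bearing hTAAR1 | replication = singlicate | controls = DMSO-only wells and EC80 β-PEA-stimulated wells | reagent = EC80 β-phenethylamine stimulus | read-out basis = percent inhibition of PEA-evoked calcium signal, max/basal emission ratio | schedule = seeding 17-24 h prior, 75-min 37 °C, 30-min RT dye loading | signal = kinetic Fluo-8 calcium fluorescence measurement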
CHRM5 agonist = human M5 muscarinic receptor agonists, primary screen, CHO-K1 cells, Fluo-8 calcium fluorescence; Muscarinic acetylcholine receptor M5 (Homo sapiens), P08912; CHO-K1 hM5 cells; 0% DMSO wells, 100% maximal acetylcholine response; activation, % at 3 µM; 360,000 tested, 0.19% active;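 active = activation above the run's mean over test compounds plus 3 SD, cut at about 23% in these data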;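 also: signal is peak over basal fluorescence ratio across the kinetic read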
An asterisk follows results filed as active; · = no result given.

Letters: A = CHO-K1 Ca PAM; B = CRFR2-BP antag; C = CHRM4 PAM; D = CRFBP-R2 agonist; E = CHRM5 antagonist; F = M5 PAM; G = TAAR1 agonist; H = TAAR1 antagonist; I = CHRM5 agonist
CC/C(=C(/c1ccccc1)c1ccc(OCC[N+](C)(C)C)cc1)c1ccccc1
  A: 23	B: -9	C: -5	D: 29	E: 11	F: -9	G: 13	H: -8	I: -11

CC(C)C(=O)c1c(C(C)C)nn2ccccc12
  A: 3	B: 18	C: 1	D: 0.5	E: 2	F: -3	G: -1	H: -1	I: 0

CCc1ccc(N2CC(C(=O)Nc3cccc(S(=O)(=O)N4CCCC4)c3)CC2=O)cc1 (centres undefined)
  A: 16	B: -5	C: -4	D: -1.2	E: 6	F: 1	G: -2	H: -26	I: -3

CCOc1ccc(/C=N/n2c(C)nc3ccccc3c2=O)cc1
  A: 14	B: 6	C: 2	D: -0.4	E: -5	F: 5	G: ·	H: ·	I: -2

Cn1c(COc2ccc(Br)cc2)nnc1SC1CCc2ccccc2C1=O (centres undefined)
  A: 12	B: -69	C: -6	D: -1.9	E: -1	F: 2	G: 6	H: 11	I: -4

Cc1cc(F)ccc1S(=O)(=O)Nc1ncnc2sccc12
  A: 24	B: -4	C: 9	D: -1.4	E: -1	F: 2	G: 8	H: 1	I: 0

Cc1nn(Cc2ccccc2)c(Cl)c1/C=C/C(=O)OCC(=O)N(C)C1CCS(=O)(=O)C1 (centres undefined)
  A: 10	B: 5	C: -16	D: -1.1	E: 13	F: -11	G: 10	H: -1	I: 1

COc1ccc(S(=O)(=O)NNC(=O)c2cc3cc4ccccc4nc3s2)cc1
  A: 11	B: 8	C: -4	D: -0.8	E: 8	F: -5	G: 9	H: 19	I: -1

S=c1[nH]nc(COc2ccccc2)n1/N=C/C=C/c1ccccc1
  A: -8	B: -6	C: -1	D: -0.8	E: -5	F: 0	G: -2	H: -1	I: -2

Cc1onc(-c2ccccc2)c1C(=O)NNC(=S)NC(=O)c1ccc(Cl)cc1Cl
  A: -12	B: -137	C: -13	D: 217*	E: -2	F: -9	G: 132*	H: 108*	I: 30*

COc1ccc(CCNC(=O)COC(=O)CCC(=O)c2ccc(F)cc2)cc1OC
  A: 23	B: 11	C: 10	D: -0.8	E: -15	F: -1	G: 2	H: 0	I: -2

Cc1ccc(Nc2nnc(SC(C)C(=O)NCC3CCCO3)s2)cc1C (centres undefined)
  A: 16	B: 2	C: -2	D: 0.3	E: -14	F: 8	G: -1	H: -5	I: -4

Fc1ccc(N=Cc2ccc[nH]2)cc1
  A: 15	B: 3	C: 2	D: 0.5	E: 5	F: 3	G: 2	H: 3	I: -2

COc1cccc(OCC(O)CN2CCc3ccccc3C2)c1 (centres undefined)
  A: 1	B: -10	C: 12	D: 2.7	E: -4	F: 9	G: 12	H: -6	I: -4

CCOC(=O)c1sc(N=NC2=C(O)CC(C)(C)CC2=O)c(C(=O)OCC)c1C
  A: 3	B: 0	C: 6	D: 4.2	E: 3	F: 3	G: 0	H: -24	I: -1

CC(=O)Oc1ccc(N(C(C)=O)S(=O)(=O)c2cccs2)cc1
  A: 17	B: 10	C: 25	D: 1.0	E: -2	F: -4	G: 10	H: 9	I: 0

Cc1cccc(Cn2c(SCCO)nc3c2c(=O)n(C)c(=O)n3C)c1
  A: 9	B: -1	C: 9	D: -1.6	E: -1	F: 1	G: 4	H: 18	I: -2

COc1ccc(-c2nc3c(C)cc(Br)cn3c2Cc2ccsc2)cc1OC
  A: 15	B: ·	C: 3	D: ·	E: 5	F: 1	G: 2	H: -19	I: 0

COCCNC(=O)C1(C)CCCN(C(=O)c2cccnc2SC)C1 (centres undefined)
  A: -17	B: ·	C: 7	D: ·	E: 11	F: 2	G: 8	H: -20	I: 0

S=C(c1ccc2c(c1)OCO2)N1CCN(c2cccc(Cl)c2)CC1
  A: 15	B: 22	C: 10	D: 0.8	E: 10	F: -4	G: 2	H: 4	I: 1

Cc1ncc(CN2CCC(C(=O)Nc3cccc(-c4cscn4)c3)CC2)cn1
  A: 8	B: -1	C: -3	D: -1.5	E: -13	F: -1	G: -1	H: -12	I: -5

O=C(c1ccccc1)c1ccc(Cn2cc(-c3ccccc3)nn2)cc1
  A: 0	B: 5	C: -2	D: -1.0	E: 4	F: -19	G: 3	H: 37	I: 4

Cc1ccc(-c2noc(CCC(N)=O)n2)cc1
  A: 17	B: -3	C: -3	D: -0.7	E: -9	F: 4	G: 2	H: 11	I: -2

COc1cc2c(cc1OC)-c1cc(OCCN3CCOCC3)nc(=O)n1CC2
  A: -7	B: -6	C: 5	D: -1.5	E: 3	F: 25*	G: 5	H: 4	I: -6

Cn1c(=O)c([N+](=O)[O-])c(N2CCN(Cc3ccc4c(c3)OCO4)CC2)c2ccccc21
  A: 3	B: 28	C: 3	D: -1.1	E: 18	F: -16	G: -2	H: 41	I: -6

Just TAAR1 agonist and M5 PAM, for 3 of the compounds above:
SMILES | TAAR1 agonist | M5 PAM
COc1cc2c(cc1OC)-c1cc(OCCN3CCOCC3)nc(=O)n1CC2 | 5 | 25*
Fc1ccc(N=Cc2ccc[nH]2)cc1 | 2 | 3
Cc1ccc(-c2noc(CCC(N)=O)n2)cc1 | 2 | 4

New compounds follow.
Letters: A = CHO-K1 Ca PAM; B = CRFR2-BP antag; C = CHRM4 PAM; D = CRFBP-R2 agonist; E = CHRM5 antagonist; F = M5 PAM; G = TAAR1 agonist; H = TAAR1 antagonist; I = CHRM5 agonist
O=C(Nc1ccc(C2=NCCN2)cc1)c1ccc(C(=O)Nc2ccc(C3=NCCN3)cc2)c([N+](=O)[O-])c1
  A: -5	B: 8	C: -3	D: -1.6	E: 0	F: 0	G: 0	H: 3	I: -2

COc1cc2c(cc1OC)-c1nc3ccccc3c(=O)n1C(C)(C)C2
  A: 15	B: 21	C: -4	D: -1.6	E: 14	F: -6	G: 7	H: 43	I: -1

CN(c1ccccc1)S(=O)(=O)c1ccc(NC(=O)c2ccccc2C(=O)O)cc1
  A: 19	B: 20	C: 1	D: 2.7	E: -2	F: 9	G: 0	H: -9	I: -1

C=CCN1N=C(/C=C/c2ccccc2)CCC1=O
  A: -5	B: -1	C: 0	D: -1.9	E: -5	F: -2	G: 3	H: 19	I: -4

CC(=O)c1c(C)nc2cc(Cl)ccc2c1N
  A: -7	B: 3	C: 13	D: -0.2	E: -14	F: -1	G: 6	H: -19	I: -3

Fc1ccc(CSc2nncn2NCc2ccc3c(c2)OCO3)cc1
  A: 7	B: 2	C: -9	D: -2.9	E: -5	F: -1	G: 3	H: 15	I: -1

Cc1nnc(SCC(=O)NC23CC4CC(CC(C4)C2)C3)n(N)c1=O
  A: 13	B: 3	C: -4	D: 0.0	E: 4	F: -6	G: 1	H: -11	I: 1

N#CCCN(C(=O)COC(=O)c1ccc2c(=O)n3c(nc2c1)CCC3)c1ccccc1
  A: 6	B: 1	C: -6	D: -1.3	E: -5	F: -2	G: 1	H: 16	I: 3

Cn1c(CNC(=O)c2ccc3c(c2)OCO3)nnc1SCC(=O)Nc1ccccc1Cl
  A: 3	B: -16	C: 3	D: 0.1	E: -2	F: 7	G: 1	H: -25	I: -3

CCOc1ccccc1C(=O)NCC(=O)NNC(=O)CN(C)S(=O)(=O)c1ccc(Cl)cc1
  A: 8	B: 15	C: 4	D: -1.4	E: 3	F: -1	G: 0	H: -13	I: -5

CC(=O)c1sc(N)c(C(=O)OC(C)C)c1C
  A: 1	B: 12	C: 10	D: -1.0	E: -3	F: 1	G: 3	H: 3	I: -6

CSc1nc(-c2ccc(Cl)cc2)c(C#N)c(=O)n1C
  A: -5	B: -6	C: 20*	D: -4.0	E: -3	F: 4	G: -1	H: -15	I: 3

Cc1ccc(NC(=S)Nc2ccc(OC(F)F)c(Cl)c2)cc1Cl
  A: 2	B: 11	C: -9	D: 0.7	E: 24	F: -16	G: 5	H: 17	I: 5

CC1(C)Cc2c(cnn2-c2ccccc2)C(NC(=O)CCCn2cncn2)C1 (centres undefined)
  A: -7	B: 3	C: 13	D: -1.9	E: 1	F: 2	G: 0	H: -8	I: -3

O=C(Cc1ccc(F)cc1)Oc1ccc(C(=S)N2CCCC2)cc1
  A: 12	B: 8	C: 5	D: -1.2	E: 0	F: 0	G: 2	H: 18	I: -1

COc1ccc(CCn2c(=O)c3cccnc3n(Cc3ccc([N+](=O)[O-])cc3)c2=O)cc1OC
  A: 6	B: 25	C: -1	D: 1.0	E: 1	F: -4	G: 4	H: 16	I: 0

O=C1c2ccc3c4c(ccc(c24)C(=O)N1NC(=O)C(F)(F)F)CC3
  A: 10	B: 23	C: 13	D: 1.4	E: -8	F: 2	G: 1	H: -8	I: 3

O=[N+]([O-])c1ccc(C=NNc2ccccc2)cc1
  A: 0	B: -30	C: 4	D: 8.1	E: 14	F: -3	G: 1	H: 26	I: 4

COc1nc(-c2cnccn2)sc1C
  A: -10	B: 29	C: 9	D: 4.6	E: -6	F: 2	G: 10	H: 3	I: 0

CC(C)(C)C(=O)CSc1nc2c(c(-c3cccs3)c1C#N)CCC2
  A: 15	B: 1	C: 2	D: -0.5	E: -3	F: -3	G: 11	H: 1	I: 2

CCc1nc(N2CCN(S(C)(=O)=O)CC2)c2c3c(sc2n1)CCCC3
  A: 5	B: -75	C: -1	D: 1.2	E: -6	F: -4	G: 3	H: 2	I: -7

CCOC(=O)CSc1nnc(CNc2nc(-c3ccccc3)cs2)n1C
  A: -10	B: 0	C: -2	D: -1.2	E: 9	F: 1	G: 2	H: -2	I: -6

Cc1nn2c([nH]c(=O)c3ccccc32)c1C=O
  A: 4	B: 11	C: 11	D: 2.8	E: 10	F: -7	G: ·	H: ·	I: 0

Cc1cc(C)c2nc(-n3nc(C)cc3N)cc(C)c2c1
  A: 2	B: -45	C: -5	D: -2.0	E: 19	F: -13	G: 15	H: -1	I: -2

Cc1cccc2c1N(C)C(=O)C2=O
  A: 24	B: 4	C: 2	D: -0.5	E: -18	F: 4	G: 7	H: 7	I: 0

Cc1cc(C)n(-c2ccc(C(=O)OCC(=O)NCc3ccc(F)cc3)cc2)n1
  A: -7	B: 12	C: -2	D: -0.6	E: 1	F: -1	G: 1	H: -17	I: -1

COc1ccc(C2CC(c3cccs3)=NN2S(C)(=O)=O)cc1OC (centres undefined)
  A: 12	B: -38	C: -1	D: 4.4	E: 1	F: 6	G: 4	H: -19	I: 4

Outcome played no part in choosing rows, and some 4.2% of all compounds hit somewhere here.
